SKN-1 block: inhibitors of C. elegans SKN-1; C. elegans VP596 Pgst-4::GFP/RFP ratio, acrylamide-induced, 24 h; inhibition, % at 21.8 µM; 0.49% of 360,000 active; AID 624304;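 active = interference check ratio from 0.5 to 1.5 plus GFP to RFP signal ratio inhibition reaching or exceeding a fixed threshold, cut at about 30% in these data, passing the limit was not always enough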; also: some compounds called inactive have numbers as strong as hits
E coli Lon inh: inhibits E. coli Lon protease; P0A9M0; purified E. coli Lon protease, fluorescence polarization; inhibition, % at 7.94 µM; 0.42% of 360,000 active; AID 602123; in the data active = inhibition above about 13%, passing the limit was not always enough;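 also: 0% = enzyme with probe and DMSO and 100% = no enzyme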
MT1-MMP act inh: MT1-MMP (human) activation inhibition; GFP/RFP ratio change, % at 20 µM; AID 651647; HT1080 RFP-PRO-GFP cells, GFP/RFP ratio fluorescence, overnight; percent of plate control window, DMSO zero; 0.061% of 360,000 active;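 active = GFP/RFP ratio change of at least 30% with cell ATP level not reduced by more than half and red fluorescence within 50% of control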; also: strong numbers were not always called active
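Test system: HT1080 cells expressing an RFP-PRO-GFP fluorescent reporter construct / Compound dosing: single-point 20 µM compound, 1% DMSO / Schedule: cells overnight before dosing, compound overnight, 37 °C, 5% CO2 / Evaluation: GFP/RFP fluorescence ratio / Control set: DMSO and RFP-L50D-GFP cell wells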
MsrA inhibitor: inhibitors of bovine MsrA; purified bovine MsrA, absorbance read-out; inhibition, % at 15.5 µM; AID 651718; 0.75% of 360,000 active; in the data active = inhibition above about 4.5%;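 also: 0% = vehicle wells with enzyme and 100% = reference inhibitor wells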
FAS-TE inh: inhibitors of human fatty acid synthase thioesterase domain. AID 602261. 0.67% of 360,000 active. P49327. recombinant FAS-TE, OMFH fluorogenic substrate, fluorescence endpoint. inhibition, % at 15 µM;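 active = compounds whose normalised, plate-corrected inhibition of enzyme fluorescence in the single-dose primary screen is 50% or more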;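 also: 0% = DMSO with enzyme and 100% = substrate without enzyme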
MsrA act: activates bovine MsrA enzyme; purified bovine MsrA, absorbance read-out; activation, % at 10.6 µM; 0.3% of 360,000 active; AID 602163; in the data active = activation above about 7.5%;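 also: 0% = vehicle and 100% = reference activator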
CendR NRP1 mod: modulators of CendR peptide binding to human neuropilin-1; 0.85% of 360,000 active; FAM-RPARPAR peptide binding to NRP-1, fluorescence polarization; O14786; inhibition, % at 25 µM;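 active = inhibition or corrected inhibition above about 18%, plus a signal ratio from 0.5 to 1.5, limit read from the data, passing the limit was not always enough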; also: strong numbers were not always called active
MLLE-PAM2 inh: blocks PAM2 peptide binding to the PABP1 MLLE domain; inhibition, % at 20 µM; P11940; GST-MLLE / FITC-PAM2 fluorescence polarization; 0.36% of 360,000 active; in the data active = inhibition above about 35%, passing the limit was not always enough;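 also: plate controls were DMSO wells with GST-MLLE for no effect and wells lacking GST-MLLE protein for full effect; some results filed as inactive read as strong as hits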
TbMetRS inhib: blocks T. brucei methionyl-tRNA synthetase activity | purified T. brucei MetRS, ATP depletion, Kinase-Glo luminescence | inhibition, % at 11.9 µM | 0.4% of 360,000 active | AID 624268;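 active = inhibition above a per-plate cutoff of the control wells' mean inhibition plus 3 SD, cut at about 5.5% in these data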;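 also: 0% = DMSO wells median and 100% = median of wells with control inhibitor compound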
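Material – parasite MetRS enzyme · Medium – HEPES-MgCl2-KCl buffer plus DTT, spermine, BSA, pyrophosphatase · Reagent – ATP, methionine and E. coli bulk tRNA substrates · Times – 15 min enzyme-compound preincubation, 2 h reaction, 10 min detection, 25 °C · Measured by – luminescence of leftover ATP · Evaluation – percent inhibition relative to median high and low control wells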
* = called active by the depositor; x = no result given.

entry	canonical_smiles	SKN-1 block	E coli Lon inh	MT1-MMP act inh	MsrA inhibitor	FAS-TE inh
1	Cc1cccn2c(CNCC3OCCc4ccccc43)c(C(=O)N3CCCCC3)nc12 (stereo not drawn)	-5	-5	-5	0.8	-4
2	CN1CC(=O)Nc2ccc(F)cc2C1=O	-34	9	-3	-1.1	-13
3	CCCCN(C)Cc1c(C)[nH]c2ccccc2c1=O	2	4	-6	-1.6	-2
4	CC(=O)Nc1sc(N/N=C\c2cccc(Cl)c2)nc1-c1cccs1	2	-21	0	-0.3	-10
5	O=C(NCc1ccc(F)cc1Cl)C1CCN(S(=O)(=O)N2CCCCC2)CC1	12	-7	0	0.3	-1
6	CCCOc1ccc(C(F)(F)F)cc1NC(=O)C1CC(=O)N(Cc2ccco2)C1 (stereo not drawn)	-6	-1	0	-0.5	13
7	CCN(c1ccccc1)S(=O)(=O)c1ccc(OC)c(NC(=O)c2cc(Cl)ccn2)c1	10	-4	0	-1.0	-2
8	COc1ccc(S(=O)(=O)NCC(c2ccc3c(c2)OCO3)N2CCOCC2)cc1C (stereo not drawn)	16	-1	-8	-0.2	3
9	CC(=O)c1ccccc1OCCOCCOCCOc1ccccc1C(C)=O	-4	-13	2	1.2	0
10	COc1ccc(-c2nnc(SCc3ccc(C(=O)O)cc3)o2)cc1OC	21	4	-1	0.9	-10
11	Nc1c2c(nc3sc4c(c13)CCCC4)CCCCCC2	16	6	2	-0.5	-2
12	COC(C(=O)Nc1ccc(S(=O)(=O)Nc2c(C)cccc2C)cc1)c1ccccc1 (stereo not drawn)	3	-8	7	0.1	5
13	COc1ccccc1NC(=O)CSc1nnc(CNC(=O)c2ccco2)o1	-19	-2	1	-1.0	-5
14	c1cnc(SCCCOc2ccc3ccccc3c2)nc1	19	-3	-4	0.5	16
15	Cc1cc(C)nc(SCc2ccc(C(=O)NNC(=O)Nc3cccc(Cl)c3)cc2)n1	-3	-6	-12	0.0	10

entry	MsrA act	CendR NRP1 mod	MLLE-PAM2 inh	TbMetRS inhib
1	-5	4	6	-1.1
2	-12	-4	-6	-0.3
3	-2	-15	-7	0.5
4	0	-5	-45	-0.2
5	-6	8	-8	-0.4
6	-1	-7	1	-0.1
7	-1	-2	-21	-0.2
8	2	-10	-8	-0.1
9	1	-2	2	-0.1
10	-3	0	3	-0.6
11	-2	-4	-26	0.0
12	-1	-3	8	0.4
13	0	4	0	-0.4
14	-1	-2	-1	-0.2
15	-7	-3	-14	-1.1

New compounds follow:
entry	canonical_smiles	SKN-1 block	E coli Lon inh	MT1-MMP act inh	MsrA inhibitor	FAS-TE inh
16	CCCCC(=O)NC(Nc1sc2c(c1C(N)=O)CCCC2)(C(=O)OCC)C(F)(F)F (stereo not drawn)	10	-5	0	-0.6	-8
17	O=C(C1CCC1)N1CCN(c2ccnc3cc(Cl)ccc23)CC1	7	0	-4	1.5	0
18	CCCC(=O)Oc1ccc(C2NC(=O)c3ccccc3O2)cc1OC (stereo not drawn)	-5	3	0	-0.1	4
19	COCCn1c(C)cc(C(=O)CSc2ncnc3sc4c(c23)CCC4)c1C	-1	-1	2	-1.1	-4
20	COc1ccc(-n2nnnc2SCC(=O)Nc2nnn(C)n2)cc1	-10	-2	5	1.7	-1
21	CC(C)C(=O)c1cc2c(cc1NC(=O)c1ccccc1)OCCO2	5	-8	-6	-0.6	22
22	COC(=O)c1c(NC2=NS(=O)(=O)c3ccccc32)sc2c1CCC(C(C)(C)C)C2 (stereo not drawn)	9	6	-2	0.8	27
23	CC(C)CCNc1nc(N)c([N+](=O)[O-])c(NCC2CCCO2)n1 (stereo not drawn)	11	-4	-1	3.6	7
24	CSc1nc(Oc2ccc3ccccc3c2)c2sccc2n1	3	1	-7	1.1	22
25	Cn1c2ccc(CC(=O)O)cc2c2cc(CC(=O)O)ccc21	12	0	13	0.9	-7
26	CN(CC(=O)Nc1cccc(Cl)c1)S(=O)(=O)/C=C/c1ccccc1	20	3	4	0.3	13
27	CSCC[C@H](N)C(=O)N1CCC(C(=O)N[C@H](C)C(=O)Nc2ccc(C(C)C)cc2)CC1	-3	1	5	2.5	-2
28	COc1ccc(C(=O)NNC(=S)NC(=O)c2ccccc2)cc1	-9	-4	8	3.0	-2
29	Cc1sc(NC(=O)c2ccco2)c(C(c2cccnc2)N2CCN(c3ccc(F)cc3)CC2)c1C (stereo not drawn)	-6	10	6	1.5	33
30	CCOC(=O)C1=C(CN2CCc3ccccc32)NC(=O)NC1c1cccc([N+](=O)[O-])c1 (stereo not drawn)	4	12	-3	1.4	19

entry	MsrA act	CendR NRP1 mod	MLLE-PAM2 inh	TbMetRS inhib
16	-2	8	-15	0.1
17	-4	-6	-9	-0.3
18	-2	4	-3	0.3
19	-7	3	-2	-0.1
20	-2	6	-5	-0.3
21	2	5	9	-0.7
22	-2	5	8	-0.1
23	-4	4	-9	-0.4
24	0	-25	-1	-0.1
25	-3	-8	4	0.2
26	-5	9	5	-0.1
27	-2	11	0	0.1
28	1	11	6	0.1
29	-3	-3	17	-0.1
30	-8	6	-5	-1.0

Going on with the list:
entry	canonical_smiles	SKN-1 block	E coli Lon inh	MT1-MMP act inh	MsrA inhibitor	FAS-TE inh
31	CC1=Nn2c(nnc2-c2ccccc2Cl)SC1	2	-7	-1	0.3	-6
32	Cc1ccc(C(=O)NCC(=O)NCC(=O)OCC(=O)c2ccc(F)cc2)cc1	8	1	2	52*	-11
33	O=C(CCCC(=O)c1ccccc1)NCCc1ccccc1F	9	2	-3	-0.1	-3
34	Cc1onc(-c2ccccc2)c1CNC(=O)C1COc2ccccc2O1 (stereo not drawn)	-11	7	-1	-0.5	2
35	CC(=O)N(c1cccc(Br)c1)c1nc(C)cc(C)c1C#N	-1	1	-1	-0.8	-5
36	COC(=O)CCN(C1CCCCC1)S(=O)(=O)c1ccc(S(=O)(=O)NC2CCCCC2)cc1	13	-1	-13	-2.1	25
37	Cc1cccc(Cn2cc(/C=C/[N+](=O)[O-])c3ccccc32)c1	15	1	-4	0.6	-46
38	CCN=C1NN=C(c2cc(C)n(Cc3ccco3)c2C)CS1	1	16	3	0.2	1
39	COC(=O)c1ccc(COC(=O)CCS(=O)(=O)c2ccc(C)cc2)cc1	4	-8	2	-0.9	12
40	COc1ccc(/C=C2\SC(=S)N(CCC(=O)Nc3cccc(O)c3)C2=O)cc1	-4	-5	0	1.1	4
41	CC(C)CNC(=O)COC(=O)c1ccccc1SCC(=O)NCC(C)C	-5	-7	0	1.1	-4
42	CCOc1ccc(CNC(=O)CCn2c(=O)oc3ccccc32)cc1	2	4	-1	-0.4	-6
43	CN1CCN(C(=O)c2ccc3c(c2)NC(=O)C(C)(C)O3)CC1	3	1	0	-1.0	-10
44	C=CCN=c1scc(-c2ccco2)n1/N=C/c1ccc(O)c(O)c1O	8	10	-8	1.2	8
45	COC(=O)c1ccc2c(=O)n(NC(C)=O)c(=S)[nH]c2c1	15	4	7	0.9	-7

entry	MsrA act	CendR NRP1 mod	MLLE-PAM2 inh	TbMetRS inhib
31	7	-5	10	-0.2
32	-4	7	0	-0.3
33	1	-7	9	0.2
34	-2	-1	-4	0.2
35	-4	6	-14	-0.5
36	1	9	-11	0.6
37	1	1	-34	-0.7
38	-2	-14	-47	0.7
39	-4	11	0	-0.5
40	-10	-7	-3	-1.9
41	8	4	17	-0.5
42	-10	4	-6	-0.4
43	-6	-2	-4	0.1
44	-1	-45	11	-0.1
45	2	-5	21	-0.3

Entries listed so far that bear a hit mark in MsrA inhibitor:
cpd	SMILES	SKN-1 block	E coli Lon inh	MT1-MMP act inh	MsrA inhibitor	MsrA act	CendR NRP1 mod	MLLE-PAM2 inh	TbMetRS inhib
32	Cc1ccc(C(=O)NCC(=O)NCC(=O)OCC(=O)c2ccc(F)cc2)cc1	8	1	2	52*	-4	7	0	-0.3

Following part.
entry	canonical_smiles	SKN-1 block	E coli Lon inh	MT1-MMP act inh	MsrA inhibitor	FAS-TE inh
46	CCCN(CC1CC1)C(=O)COC(=O)c1oc2ccc(OCC)cc2c1C	9	5	3	-0.4	33
47	Nc1ccc(S(=O)(=O)c2ccc(N)nc2)cc1	13	4	-2	0.3	-7
48	Cc1nc2c3cnn(-c4ccc(C)c(C)c4)c3ncn2n1	-6	6	1	0.2	-10
49	O=C(NCCc1c[nH]c2ccccc12)C1CCN(c2nnc(N3CCCC3=O)s2)CC1	4	-3	5	0.6	-7
50	CN(C)c1ncc(S(=O)(=O)c2ccccc2)c(-c2ccccc2Cl)n1	-1	10	-3	0.7	16
51	Cc1ccc(NC(=O)c2cc(Cl)ccc2[N+](=O)[O-])cc1C	5	-4	-33	0.4	17
52	O=C(CSc1nnnn1-c1ccc2c(c1)OCO2)NCc1ccccc1	-12	-7	-11	1.1	-2
53	O=C(C1CCCO1)N1CCN(S(=O)(=O)c2ccccc2)CC1 (stereo not drawn)	9	8	2	x	-4
54	Cc1ccc2c(CC(=O)OCC(=O)N(CC(C)C)c3c(N)n(Cc4ccccc4)c(=O)[nH]c3=O)coc2c1	2	-10	-5	0.1	0
55	CN(CCCNC(=O)c1ccccc1F)CCCNC(=O)c1ccccc1F	-5	-13	-6	0.8	-6

entry	MsrA act	CendR NRP1 mod	MLLE-PAM2 inh	TbMetRS inhib
46	-9	11	0	-0.7
47	7.7*	-7	-7	0.2
48	-3	-10	3	-0.8
49	0	-3	-27	0.0
50	-3	10	9	0.4
51	3	-5	8	-0.2
52	-4	-2	0	0.8
53	-1	-7	0	-0.8
54	-3	-20	-22	-0.1
55	-6	1	-2	-0.5

Whole records from above.
Results for Cc1ccc(NC(=O)c2cc(Cl)ccc2[N+](=O)[O-])cc1C = SKN-1 block = 5; E coli Lon inh = -4; MT1-MMP act inh = -33; MsrA inhibitor = 0.4; FAS-TE inh = 17; MsrA act = 3; CendR NRP1 mod = -5; MLLE-PAM2 inh = 8; TbMetRS inhib = -0.2
Results for O=C(CSc1nnnn1-c1ccc2c(c1)OCO2)NCc1ccccc1 = SKN-1 block = -12; E coli Lon inh = -7; MT1-MMP act inh = -11; MsrA inhibitor = 1.1; FAS-TE inh = -2; MsrA act = -4; CendR NRP1 mod = -2; MLLE-PAM2 inh = 0; TbMetRS inhib = 0.8

Assay outcomes from PubChem BioAssay.
